Bioassay records from PubChem.
TGFb inhibitor: qHTS for Inhibitors of TGF-b | HepG2 CAGA-GFP TGF-b/SMAD3 reporter, GFP fluorescence, 18 h; TGF-beta stimulated, 500 pg/mL final | Potency, µM (doses to about 46.1 µM), for inactives: top-dose activity, negative = inhibition, actives largely listed as inhibitors | 410,000 tested, 1.2% active; further: potency means the concentration at half of the fitted maximal effect; on the % scale 0 is the no-effect control and ±100 the full control effect; nearly all actives have a fitted effect of over 65% in size
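GFP signal (ex488/em500-530) from TGF-beta-stimulated HEPG2 CAGA-GFP cells, 500 pg/mL final, 18 h at 37 degrees C in DMEM plus 1% FBS, normalized to unstimulated and DMSO-stimulated controls.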
Abeta yeast res: qHTS for compounds that reverse cellular toxicity of Amyloid beta (A-beta) peptide in yeast: Primary Screen | yeast expressing A-beta42, growth rescue, OD600, 48 h; response scale: 0% DMSO, 100% iron-clioquinol control | Potency, µM (titrated, usually from 46.1 µM), inactives show at the top dose growth rescue, hits mostly activators | 410,000 tested, 0.063% active; further: potency means the concentration at half of the fitted maximal effect; nearly all actives have a fitted effect of over 55% in size
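Yeast A-beta toxicity model in growth medium with pinned compounds, 48 h at 30 C; growth read as absorbance at 600 nm. Normalized to FeCl3/clioquinol equimolar mix (positive) and DMSO (negative).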
A549 tox: Nrf2 qHTS screen for inhibitors: counterscreen for cytotoxicity. A549 ARE-Fluc cells, CellTiter-Fluor viability, 18-24 h. Potency, µM (titrated, usually from 46 µM), inactives show top-dose activity change, negative = cytotoxicity, most hits filed as inhibitors. 390,000 tested, 0.16% active. AID 504648, 2011; further: potency means the concentration at half of the fitted maximal effect; on the % scale 0 is the no-effect control and ±100 the full control effect
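Cytotoxicity counterscreen: CellTiter-Fluor fluorescence was measured in A549 ARE_Fluc cells after 18-24 h of compound exposure in a concentration series. The subsequent BugLite luminescent read reports ARE-luciferase activity.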
Nrf2 block: Nrf2 qHTS screen for inhibitors | A549 ARE-Fluc reporter, luciferase luminescence, 18-24 h | 360,000 tested, 2.1% active | Potency, µM (top dose mostly 46 µM), for inactives: top-dose activity change, negative = inhibition, most hits filed as inhibitors | AID 504444, 2011; further: potency means the concentration at half of the fitted maximal effect; on the % scale 0 is the no-effect control and ±100 the full control effect; nearly all actives have a fitted effect of over 60% in size
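Two sequential reads on A549 ARE_Fluc cells exposed to compound for 18-24 h: a CellTiter-Fluor fluorescence read for viability, then a luciferase luminescence read for Nrf2/ARE activity.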
HepG2 viability: qHTS for Inhibitors of TGF-b: Cytotox Counterscreen; 410,000 tested, 0.76% active; HepG2 CAGA-GFP viability, ATP luminescence, 18 h; Potency, µM (series often up to 46.1 µM), without a hit: at the top dose activity change, negative = cytotoxicity, hits mostly cytotoxic; AID 588856, 2011; further: potency means the concentration at half of the fitted maximal effect; some results filed as inactive show a strong effect at the top dose
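CellTiter-Glo luminescence gave cytotoxicity after 18 hours at 37 degrees C. The cells were HepG2 CAGA-GFP in 1% FBS DMEM, stimulated with 500 pg/mL TGF-beta after compound addition. %Activity was normalised to no-cell wells (complete cell-killing) and DMSO (no toxicity), and curves were fitted and classified.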
MmCpn inh: Inhibitors of TCP-1 ring complex (TRiC) of Methanococcus maripaludis (MmCpn): qHTS; Chaperonin Mm-Cpn (Methanococcus maripaludis); purified Mm-Cpn ATPase, ADP Transcreener TR-FRET; Potency, µM (highest dose often 76.9 µM), for the others: top-dose activity, negative = inhibition, hits mostly inhibitors; 330,000 tested, 0.031% active; AID 504842, 2011; further: potency means the concentration at half of the fitted maximal effect; on the % scale 0 is the no-effect control and ±100 the full control effect; nearly all actives have a fitted effect of over 80% in size
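ATPase turnover read by TR-FRET ADP competition (Eu cryptate antibody/ADP-d2, 665/590 nm): 10uM ATP final, 25nM Mm-CPN final, 30 min 37degC after 10-min compound preincubation, pH 7.4 Tris/KCl/MgCl2/DTT buffer.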
Nrf2 ARE act: qHTS of Nrf2 Activators. AREc32 ARE-luciferase reporter (MCF7-derived line), luminescence, 24 h. Potency, µM (highest dose often 46.1 µM), without a hit: at the highest dose activation, usual class: activators. 410,000 tested, 0.31% active; further: potency means the concentration at half of the fitted maximal effect; % of control where 0% means no effect; nearly all actives have a fitted effect of over 65% in size
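Quantitative high-throughput format: AREc32 reporter cells, 1000 per well, received compound by pin transfer and were incubated 24 hr at 37 deg C, 5% CO2, before Steady-Glo luminescence detection.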
Akt phos inh: HTS Assay for Inhibitors of Akt Phophorylation: Primary Screen; AID 651550, 2012; activity change, % for hits at 50 µM; 360,000 tested, 0.32% active; Neuro2A IGF-stimulated pAkt S473 HTRF, 20 min; stronger effect = lower value; in the data active means activity change below about -80%; inconclusive means mostly about -51% to -80%; further: on the % scale 0 is the no-effect control and ±100 the full control effect
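Neuro2A cells (4,500/well, DMEM with 0.5% FBS) were treated with compound at a single 50 µM final concentration, stimulated with 6 nM IGF for 20 min at 37 °C, and lysed. Phospho-Akt Ser473 was read by HTRF as 665/615 ratio ×10^4.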
CCT modulator: High-Throughput Screening for Modulators of Cytosolic Chaperonin Activity; activity change, % (test concentration not listed), hits read low; purified chaperonin ATPase assay, HTRF ADP detection, 30 min; AID 651819, 2012; 360,000 tested, 0.3% active; in the data active means activity change below about -30%; further: on the % scale 0 is the no-effect control and ±100 the full control effect
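TRiC (40 or 20 nM final, by batch activity) in 30 mM Tris pH 7.4, 100 mM KCl, 5 mM MgCl2, 1 mM DTT was treated with compound at 76 uM single dose, then 10 uM ATP, 30 min at 37 °C. ADP was read by HTRF Transcreener.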
An asterisk follows results filed as active; i = inactive; u = inconclusive; x = not tested or not shown; & = joins results of further samples; [ ] = dose if it differs, or a comment. Unless noted, the call rests on the fitted dose curve; in most records, active means well fitted curve in the direction sought with a large enough effect; inconclusive means small, poorly fitted or top-dose-only effect, or another doubt; inactive means no such curve, though single readings can be large; an effect the other way counts as inactive or inconclusive. A portion of the library. The share of hits here may be higher or lower than overall.

Second line of a record – TGFb inhibitor	Abeta yeast res	A549 tox	Nrf2 block	HepG2 viability	MmCpn inh	Nrf2 ARE act	Akt phos inh	CCT modulator
- O=C(Nc1ccc(C(F)(F)F)cc1)c1cccn(Cc2ccc3c(c2)OC(F)(F)O3)c1=O
→ -23%	2%	-12%	u	-12%	-1%	0.4%	i	0.4
- Cc1cccc(CN2CCN(C(=O)Cc3ccccc3)CC2)c1
→ -7%	4%	-1%	0%	-4%	-2%	0.1%	i	-2.3
- O=P(Nc1ccccc1)(Nc1ccccc1)Oc1cccc(Cl)c1
→ u	-1%	u	u	-40%	1%	-0.3%	i	0.5
- O=C(O)Cn1cc(C(=O)c2ccccc2)c2ccccc21
→ u	-16%	-11%	-1%	23%	0%	0.2%	i	-5.0
- CCCNc1oc(-c2cccc3ccccc23)nc1C#N
→ 5%	4%	-26%	-3%	-10%	2%	3.1%	i	-1.9
- CCCN(CC1CC1)CC(O)c1ccccc1 (configuration not stated)
→ 12%	8%	5%	19%	3%	0%	-0.7%	i	2.1
- O=C1NC(=O)N(Cc2ccccc2)C(=O)/C1=C\N1CCCc2ccccc21
→ -6%	-16%	-1%	5%	9%	-9%	4.8%	i	-2.8
- O=C(Cc1ccccc1)N1CCN(C2CCCCCC2)CC1
→ 6%	9%	-9%	1%	-7%	-1%	0.0%	i	-5.0
- CC(C)(C)c1ccc(C(=O)NCCN2CCOCC2)cc1
→ 0%	-8%	6%	u	1%	x	0.7%	i	-1.7
- O=C(Nc1cccc2ccccc12)N1CCC2(CC1)OCCO2
→ u	1%	7%	u	-1%	2%	8.5%	i	0.1
- Cc1cc(C=C(C#N)C#N)ccc1N1CCCC1
→ -8%	14%	0%	16%	-2%	-1%	17%	i	-0.4
- CCN(CC)c1ccc(C=C2C(=O)NC(=S)NC2=O)cc1
→ 18µM*	7%	-6%	u	16µM*	-2%	3.4%	i	-2.8
- CC1CC2(O)c3no[n+]([O-])c3CCC2N1O (configuration not stated)
→ 14%	6%	3%	-2%	1%	-1%	0.0%	i	-0.1
- CCN1CCN(S(=O)(=O)c2ccc(Cl)c(C(=O)Nc3ccc(C(=O)N(CC)CC)cc3)c2)CC1
→ -18%	10%	-8%	u	0%	-2%	0.3%	i	0.7
- CC(C)(O)/C=C/C(=O)[C@](C)(O)C1[C@H](O)C[C@@]2(C)C3CC=C4C(C[C@H](O)[C@@H](O)C4(C)C)[C@]3(C)C(=O)C[C@]12C (some centres not stated)
→ 0.71µM*	-4%	u	0.41µM*	3%	1%	13%	i	0.6
- O=C1NC(=O)C(=Cc2cccc(OCCOc3ccccc3)c2)C(=O)N1
→ 8%	13%	-1%	u	0%	-5%	-0.3%	i	0.8
- CCN(CC)CCCN=C(C)c1c(O)n(C2CCCCC2)c(=O)[nH]c1=O
→ 5%	7%	15%	20%	-34%	-1%	0.0%	i	-1.1
- COC(=O)C1=C(c2ccccc2OCc2ccccc2)C[C@@H]2CC[C@H]1N2C(=O)NCc1ccc(N(C)C)cc1
→ u	-4%	u	u	10%	-11%	0.4%	i	0.3
- OC1(c2ccc(F)cc2)CC2CCC(C1)N2Cc1nnnn1C1CCCCC1 (configuration not stated)
→ u	10%	-16%	u	-7%	-6%	0.1%	x	-26
- COC(=O)C1=C(c2ccc(S(C)(=O)=O)cc2)C[C@@H]2CC[C@H]1N2C(=O)NC1CC1
→ 1%	15%	-4%	2%	4%	x	0.5%	i	1.4
- COc1ccc(CC(=O)NC(=S)NNC(=O)COc2c(C)cccc2C)cc1
→ -12%	3%	1%	u	-16%	-2%	0.2%	i	0.6
- O=[N+]([O-])c1ccc(N2CCCC2)c2ccncc12
→ 1%	-6%	-22%	u	1%	0%	-0.6%	i	0.2
- CC1Oc2cc3c(-c4c(O)cc(O)c5c(O)c6c(cc45)OC(C)C(C)C6=O)c(O)cc(O)c3c(O)c2C(=O)C1C (configuration not stated)
→ 14µM*	-70%[inhibitor]	u	4.6µM*	11µM*	-9%	0.1%	i	-1.9
- C(#CCN1CCOCC1)COCC#Cc1ccccc1
→ -4%	2%	-1%	13%	3%	0%	-0.5%	i	-0.2
- O=C1NC(=O)C(CCc2ccncc2)(Cc2ccc(OCc3ccccc3)cc2)C(=O)N1
→ 3%	-9%	3%	0%	8%	-2%	0.0%	i	-3.1
- ClC1=C(Cl)C2(Cl)C3C(Cl)C=CC3C1(Cl)C2(Cl)Cl (configuration not stated)
→ -2%	14%	-3%	-1%	0%	-1%	-1.2%	i	1.0
- CCOc1cc(CNCCc2cccc(F)c2)ccc1OC
→ 10%	-10%	-4%	-3%	-13%	2%	0.0%	i	1.5
- O=C1NC(=O)N(c2ccccc2F)C(=O)/C1=C/c1cn(CC(=O)N2CCOCC2)c2ccccc12
→ -10%	-6%	2%	9%	-47%	-1%	17%	i	-3.1
- C[C@H]1C=CC(=O)O[C@H]1c1ccccc1
→ u	-20%	-19%&0%	u	-25%&9%	x	6.5%	i	-4.7
- COc1cccc(CN2CCN(C(=O)Cc3ccccc3OC)CC2)c1
→ -3%	-12%	11%	-9%	-2%	1%	-0.7%	i	-2.9
- COCCNC(=O)CN1C(=O)C(C)N=C(c2ccccc2)c2cc(Cl)ccc21 (configuration not stated)
→ 2%	1%	1%	-8%	-28%	0%	-1.3%	i	-2.5
- Cn1c(O)c(/C=C2\N=c3ccccc3=C2CCNC(=S)NC2CC2)c(=O)n(C)c1=O
→ -12%	11%	-16%	u	10%	-1%	2.7%	i	-2.6
- Cc1nnc(NC(=O)c2cccn(Cc3ccccc3F)c2=O)s1
→ -1%	-9%	-1%	x	-3%	x	-0.3%	x	x
- CCN(Cc1ccccc1)S(=O)(=O)c1ccc2c(c1)CCCN2C(C)=O
→ u	11%	8%	x	-29%	x	4.9%	x	x
- CC1(C)C(=O)C=C[C@]2(C)[C@H]3CC[C@@]4(C)[C@H](c5ccoc5)OC(=O)[C@H]5O[C@]54[C@]3(C)[C@H](O)C[C@@H]12
→ -9%	-10%	-6%	-3%	15%	2%	-1.0%	i	0.2
- O=C(NC1CCCCC1)[C@@H]1CC=C[C@@H]2CCN(Cc3ccccc3)C(=O)[C@@H]21
→ -10%&-28%	2%	2%	6%	0%&-35%	x	0.5%	i	-0.6
- COC(=O)c1ccccc1N=Cc1c(O)[nH]c(=S)[nH]c1=O
→ -3%	-14%	6%	0%	3%	-12%	-0.2%	i	-2.0
- Cc1ccc(NC2=NCCCS2)cc1Cl
→ 10%	-4%	1%	3%	-9%	1%	3.9%	i	-3.6
- COc1ccc(CN2Cc3cc(N4CCCCC4)ccc3-n3nncc3C2)cc1
→ u	3%	x	x	-15%	x	0.5%	i	-6.6
- C/C(=N\NC(=O)c1ccccc1)c1c(O)n(C2CCCCC2)c(=O)[nH]c1=O
→ -11%	-17%	1%	-8%	-11%	-4%	5.1%	x	-1.4
- O=P1(Nn2cnnc2)C=C(c2ccccc2)OC(c2ccccc2)=C1
→ -1%	6%	u	6%	9%	2%	-0.6%	i	-5.5
- COc1cccc(CC(=O)N2CCN(Cc3cccc(Cl)c3)CC2)c1
→ -2%	-3%	0%	2%	-1%	-2%	0.2%	i	1.5
- CCOC(=O)C1(c2ccccc2)CCN(CC(=O)Nc2cccc3ccccc23)CC1
→ u	-12%	-1%	-6%	1%	2%	5.8%	i	1.9
- COc1ccc(Oc2coc3cc(OC(=O)N4CCOCC4)ccc3c2=O)cc1
→ -29%	0%	0%[1.84 µM]	-27%	-72%	2%	-0.6%	i	0.8
- CC1(C)C(=O)CCC2C1=CCC1C2CCC2(C)C(O)CCC12 (configuration not stated)
→ -20%	-34%	-2%	0%	-1%	x	0.2%	i	0.3
- N#Cc1ccccc1NC(=O)CN1CC=C(c2ccccc2)CC1
→ 0%	-14%	5%	27%	13%	1%	-0.7%	i	-1.4
- COc1cc(Cl)c(C)cc1NC(=O)CCCn1c(=O)oc2ccccc21
→ -10%	-27%	u	u	-9%	-1%	0.3%	i	0.6
- Cc1[nH]c2ccc(OC(F)(F)F)cc2c1CCNCc1ccc(Cl)cc1
→ 10µM*	-7%	16%	3%	11µM*	2%	-2.9%	i	1.4
- C=CCN1C(=O)/C(=C\c2ccc(N3CCOCC3)o2)C(=O)NC1=S
→ -9%	-9%	-12%	21%	-7%	-2%	2.2%	i	0.4
- CCCCn1c(N)c(C(=O)OCC2CCCO2)c2nc3ccccc3nc21 (configuration not stated)
→ -9%	-9%	-11%[1.84 µM]	-5%	4%	-9%	-0.5%	i	0.8
- Cc1cc(C)cc(N2C(=O)NC(=O)/C(=C/c3cccn3-c3ccc(Cl)cc3)C2=O)c1
→ -28%	15%	-6%	u	-16%	-2%	14%	i	-1.5
- CCCCCn1c(=O)c(C(=O)Nc2ccccc2Cl)c(O)c2ccccc21
→ 20%	-13%	1%	17%	-3%	-1%	16%	i	-0.1
- COc1ccc(CN2CCN(C(=O)COc3ccc4ccccc4c3)CC2)c(OC)c1
→ -29%	2%	-20%	u	-16%	-1%	1.6%	i	-0.2
